High-throughput results from PubChem BioAssay.
SENP8 block-1: human SENP8 protease inhibitors, primary screen, biochemical, fluorescence, Nedd8 protein substrate, uHTS; inhibition, % at 20 µM; AID 602440, 2012; recombinant SENP8; 0.64% of 360,000 active; Sentrin-specific protease 8 (Homo sapiens), Q96LD8; in the data active means inhibition mostly above about 40%, no sharp cut-off; inactive means mostly below about 27%
Target sequence (Q96LD8 whole entry, looked up): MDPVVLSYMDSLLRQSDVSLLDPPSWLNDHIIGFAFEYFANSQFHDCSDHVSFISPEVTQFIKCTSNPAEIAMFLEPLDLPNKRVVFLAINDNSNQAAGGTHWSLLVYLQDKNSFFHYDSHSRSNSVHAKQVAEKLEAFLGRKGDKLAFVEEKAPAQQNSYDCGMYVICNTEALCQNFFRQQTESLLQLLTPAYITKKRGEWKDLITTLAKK
APOBEC3G inh: APOBEC3G DNA deaminase inhibitors, primary screen, biochemical, fluorescence, single-stranded DNA substrate, uHTS; 0.28% of 330,000 active; inhibition, % at 20 µM; recombinant A3G, ssDNA deamination FAM/TAMRA fluorescence; DNA dC->dU-editing enzyme APOBEC-3G (Homo sapiens), Q9HC16;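 active means inhibition of at least 40% at 20 µM, with no more than 30% in the related APOBEC3A deaminase screen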;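 further: plate controls were DMSO wells with A3G for no effect and wells lacking A3G enzyme for full effect; some compounds called inactive have numbers as strong as hits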
Target sequence (Q9HC16 whole entry, looked up): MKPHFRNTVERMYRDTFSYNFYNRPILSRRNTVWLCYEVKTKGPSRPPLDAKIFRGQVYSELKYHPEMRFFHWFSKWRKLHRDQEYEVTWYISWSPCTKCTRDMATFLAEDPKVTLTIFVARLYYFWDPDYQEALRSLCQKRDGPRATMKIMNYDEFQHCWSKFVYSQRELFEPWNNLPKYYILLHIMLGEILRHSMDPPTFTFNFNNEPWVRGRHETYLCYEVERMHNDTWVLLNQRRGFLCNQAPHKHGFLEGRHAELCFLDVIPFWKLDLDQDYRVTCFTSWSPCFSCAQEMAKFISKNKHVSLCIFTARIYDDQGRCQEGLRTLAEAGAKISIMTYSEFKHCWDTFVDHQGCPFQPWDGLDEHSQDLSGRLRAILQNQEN
SENP1 inh: human SENP1 catalytic domain inhibitors, primary screen, biochemical, FRET, uHTS; 0.21% of 360,000 active; Sentrin-specific protease 1 (Homo sapiens), Q9P0U3; inhibition, % at 10 µM; recombinant SENP1 catalytic domain, CyPet-SUMO1-YPet FRET cleavage;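 active means inhibition at least 30% at 10 µM, raw YFP signal under a set limit, fluorescence ratio 0.5 to 1.5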;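 further: 0% = enzyme with DMSO and 100% = no enzyme wells; some results filed as inactive read as strong as hits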
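Test system: recombinant human SENP1 catalytic domain, His6-tagged / Medium: pH 8 Tris buffer with EDTA, NaCl, BME, BSA, NP40, catalase / Also added: SUMO1 FRET substrate flanked by Cypet and Ypet, 25 nM / Times: 50 min reaction at room temperature / Signal: FRET, CFP and YFP emission / Control set: no-enzyme low control and enzyme-plus-DMSO high control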
SENP7 block: SENP7 protease inhibitors, primary screen, biochemical, luminescence, uHTS; Sentrin-specific protease 7 (Homo sapiens), Q9BQF6; inhibition, % at 5 µM; recombinant SENP7, Z-RLRGG-aminoluciferin luminescence, 40 min; 1.5% of 330,000 active;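 active means inhibition above about 50% at the single test dose, limit read from the data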;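 further: plate controls were DMSO with enzyme for no effect and no enzyme buffer wells for full effect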
Apaf-1 inh: inhibitors of human Apaf-1 apoptosome, primary screen, biochemical, DEVD-Rh110 fluorescence, uHTS; 0.71% of 330,000 active; reconstituted apoptosome caspase-3 activity; Apoptotic protease-activating factor 1 (Homo sapiens), O14727; inhibition, % at 20 µM; active means inhibition of at least 40% at 20 µM;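 further: plate controls were DMSO wells for no effect and DEVD-CHO caspase inhibitor wells for full effect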
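System – cell-free apoptosome with Apaf-1, procaspase-3 and caspase-9 · Buffer or medium – pH 7.5 Hepes buffer with CHAPS, BSA, DTT · Also added – cytochrome c with DEVD-Rh110 · Times – 30 min compound preincubation, 50 min activation, room temperature · Technique – Rh110 fluorescence intensity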
SENP8 block-2: SENP8 protease inhibitors, primary screen, biochemical, luminescence; Sentrin-specific protease 8 (Homo sapiens), Q96LD8; purified SENP8, Z-RLRGG-aminoluciferin cleavage; inhibition, % at 10 µM; 1.2% of 330,000 active; AID 2540, 2010; in the data active means inhibition above about 50%
UBC13 inh: UBC13 polyubiquitin chain formation inhibitors, primary screen, biochemical, TR-FRET, uHTS; Ubiquitin-conjugating enzyme E2 N (Homo sapiens), P61088; inhibition, % at 20 µM; 0.47% of 330,000 active; in the data active means inhibition above about 45%, passing the limit was not always enough
Target sequence (P61088 whole entry, looked up): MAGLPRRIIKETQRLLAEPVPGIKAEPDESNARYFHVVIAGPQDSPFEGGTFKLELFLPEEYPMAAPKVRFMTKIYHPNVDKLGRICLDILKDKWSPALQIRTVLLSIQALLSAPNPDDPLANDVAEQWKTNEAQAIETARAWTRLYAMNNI
SENP6 block: SENP6 protease inhibitors, primary screen, biochemical, luminescence, uHTS; Recombinant SENP6 catalytic domain, aminoluciferin luminescence; inhibition, % at 10 µM; 1.8% of 330,000 active;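 active means inhibition above about 50% at the single tested dose, limit read from the data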;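 further: plate controls were DMSO wells with enzyme for no effect and DMSO wells lacking enzyme for full effect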
Active calls of the source: *; i = inactive; . = no result given.

#	mol	SENP8 block-1	APOBEC3G inh	SENP1 inh	SENP7 block	Apaf-1 inh	SENP8 block-2	UBC13 inh	SENP6 block
1	Cc1nc2cc(NC(=O)Nc3cccc4ccccc34)ccc2n1C	-131	-1	-1	80*	-2	26	7	39
2	COc1ccccc1-c1nc(-c2ccccc2)[nH]c(=O)c1C#N	-16	0	-1	-1	6	-9	-5	-11
3	CC(=O)Nc1ccc(S(=O)(=O)NCc2ccc3c(c2)cc(C)n3C)cc1	-40	2	-6	15	51*	3	19	2
4	CN(C)S(=O)(=O)c1cccc(NC(=O)COC(=O)CCC(=O)c2ccc(F)cc2)c1	13	-2	-1	-7	-3	-14	-7	-15
5	O=C(NCCC(=O)N1CCC2(CC1)NCCc1[nH]cnc12)c1cccc(C(F)(F)F)c1	6	-6	2	6	-17	-4	3	4
6	CCC(Oc1ccc(Cl)cc1)C(=O)N1CC(=O)Nc2ccccc21 (configuration not stated)	8	-10	2	-8	8	-10	1	-8
7	Cc1cc(C)c(C)c(S(=O)(=O)NCCN2CCOCC2)c1C	2	-10	2	-4	-10	-4	8	-10
8	C=CCn1c(SCC(=O)Nc2ncc(Cc3cc(C(F)(F)F)ccc3Cl)s2)nnc1-c1ccncc1	7	0	0	4	-3	11	5	-3
9	CCN(CC)CC(=O)Nc1ccc(Oc2ccc(NC(=O)CN(CC)CC)cc2)cc1	2	-4	2	2	1	-4	13	-18
10	O=C(CS(=O)CC(=O)Nc1cccc2c1CCCC2)Nc1ccc(F)cc1 (configuration not stated)	2	0	1	10	8	4	39	-2
11	O=C(COC(=O)c1cc(-c2ccccc2)nc2ccccc12)NCC1CCCO1 (configuration not stated)	-5	-13	1	8	-12	3	16	15
12	CC1CCc2c(nc3ncnn3c2N2CCN(c3ccccc3)CC2)C1 (configuration not stated)	17	-2	1	-4	16	0	1	4
13	Cc1ccc(C(=O)NC(=S)Nc2ccc3c(c2)OCCO3)c(C)c1	8	-2	1	-7	14	-3	10	-3
14	COc1ccc(-c2nc(CS(=O)(=O)CC(=O)NCCc3ccccc3)c(C)o2)cc1	-4	0	2	-1	1	7	-4	5
15	COc1ccc2c(c1)[C@H]1[C@H](CO2)[C@H](c2ccccc2)[C@]2(C)C(=O)Nc3cc(F)c(F)cc3C(=O)N12	1	-7	1	-7	10	7	-11	-20
16	COc1cc(NC(=O)c2cccs2)c(OC)cc1NC(=O)CCC(=O)Nc1cccc2ncccc12	6	-7	0	-1	-3	-4	4	-10
17	COC(=O)c1nn(-c2ccc(OC)cc2)c(=O)c2c(N)sc(C)c12	33	-5	9	5	17	10	-11	-8
18	COc1ccc(CCNC(=O)CCc2cn(C)c3ccccc23)c(OC)c1OC	13	-7	0	-1	4	0	10	5
19	CC1=CC(C)(C)Nc2ccc(OC(=O)C(C)N3C(=O)c4ccccc4C3=O)cc21 (configuration not stated)	0	-2	-10	6	16	3	4	4
20	CCC1(c2ccccc2)NC(=O)N(CC(=O)Nc2ccc3c(C)cc(=O)oc3c2)C1=O (configuration not stated)	i	-9	-7	-4	5	1	5	-1
21	Cc1ccccc1CN1CCN(CC2CC3C=CC2C3)CC1 (configuration not stated)	21	1	-14	1	2	-5	-2	-12
22	C[C@H](CO)N1C[C@H](C)[C@@H](CN(C)S(C)(=O)=O)Oc2ccc(NC(=O)Nc3ccc(C(F)(F)F)cc3)cc2C1=O	12	-9	0	10	9	4	3	12
23	O=c1[nH]c(Cc2ccccc2)nc2c1oc1ccccc12	1	-1	0	12	5	-6	-2	5
24	C[C@H](NC(=O)[C@H]1N2C(=O)c3ccccc3C2SC1(C)C)C(=O)NCc1ccncc1 (some centres not stated)	6	-1	6	-1	-1	-2	-7	6
25	COC(=O)CCCC1=CC2=C(c3ccccc3)C(=O)C(C)(OC(=O)C3CCCC3)C(=O)C2=CN1Cc1ccco1 (configuration not stated)	2	-6	-13	-8	17	4	-33	1
26	CN(CCCOc1ccccc1Br)Cc1ccccc1	20	-5	-3	-1	2	-9	2	-37
27	O=C1CCCc2c1nc(-c1ccccc1)n2O	-214	1	4	8	-1	-5	17	-1
28	O=C(Nc1cccc(C(F)(F)F)c1)c1ccc2nc(-c3ccco3)c(-c3ccco3)nc2c1	-466	39	-19	16	66*	15	11	20
29	CCn1c(SCC(=O)Nc2cc(C)on2)nc2sc3c(c2c1=O)CCCC3	-34	1	-1	15	2	-7	-15	-31
30	O=C(COc1ccccc1)Nc1ccc(Cl)cc1Cl	.	-14	.	18	8	9	1	34

Entries above with an aryl thioether with sulfur outside any ring, in the order listed:
#	mol	SENP8 block-1	APOBEC3G inh	SENP1 inh	SENP7 block	Apaf-1 inh	SENP8 block-2	UBC13 inh	SENP6 block
8	C=CCn1c(SCC(=O)Nc2ncc(Cc3cc(C(F)(F)F)ccc3Cl)s2)nnc1-c1ccncc1	7	0	0	4	-3	11	5	-3
29	CCn1c(SCC(=O)Nc2cc(C)on2)nc2sc3c(c2c1=O)CCCC3	-34	1	-1	15	2	-7	-15	-31

Compound profiles (already shown). Values in the order: SENP8 block-1	APOBEC3G inh	SENP1 inh	SENP7 block	Apaf-1 inh	SENP8 block-2	UBC13 inh	SENP6 block
CC(=O)Nc1ccc(S(=O)(=O)NCc2ccc3c(c2)cc(C)n3C)cc1 is listed with -40	2	-6	15	51*	3	19	2
COc1ccccc1-c1nc(-c2ccccc2)[nH]c(=O)c1C#N is listed with -16	0	-1	-1	6	-9	-5	-11

The list continues:
#	mol	SENP8 block-1	APOBEC3G inh	SENP1 inh	SENP7 block	Apaf-1 inh	SENP8 block-2	UBC13 inh	SENP6 block
31	O=C(O)c1ccc2c(c1)C(=O)N(c1cccc3ccccc13)C2=O	12	-5	3	2	2	-13	-1	-1
32	CCOC(=O)C1=C(CN2CCN(C(=O)c3ccco3)CC2)NC(=O)NC1c1ccc(OC)cc1 (configuration not stated)	6	2	1	13	15	-7	-13	3
33	Cn1cccc1C(=O)C(=O)Nc1ccccc1C(F)(F)F	11	-7	2	-12	6	-16	-8	-6
34	Cc1ccc(C(C)C)c(OCC(=O)NNC(=O)Cc2ccc(S(=O)(=O)N3CCOCC3)s2)c1	-12	0	-3	-2	12	2	1	7
35	O=C(Nc1ccc2c(c1)CCC2)c1cccc(S(=O)(=O)Nc2ccccc2Cl)c1	9	-2	3	2	16	36	-5	59*
36	CC(C)c1nc(SCC(=O)NCc2ccccc2)n[nH]1	12	2	4	-13	16	-15	2	-9
37	N#Cc1ccc(CN2CCN(C(=O)c3ccccc3)CC2)c(Cl)c1	6	1	0	4	16	-2	-2	-14
38	c1ccc(Nc2nc(-c3cccs3)cs2)nc1	-31	3	1	83*	14	94*	-2	92*
39	O=C(c1ccc(N2C(=O)CCC2=O)cc1)N1CCN(c2ccccc2)CC1	4	-2	1	0	-5	-3	1	-11
40	CN(C(=O)Cn1nnc(-c2ccccc2)n1)C1CCS(=O)(=O)C1 (configuration not stated)	4	-10	1	3	3	1	7	-19
41	Cc1c(C)c2ccc(OC(C)C(=O)NCCCN3CCOCC3)c(C)c2oc1=O (configuration not stated)	-275	-3	2	-7	2	1	3	-13
42	COc1ccccc1C(=O)NCCC(=O)N1CCN(c2ccccc2O)CC1	14	-1	0	6	2	2	-8	2
43	COc1cc(F)ccc1S(=O)(=O)N1CCN(Cc2ccccc2)CC1	15	-1	-1	-10	0	-13	-9	-11
44	O=C(CCc1ccccc1)NCC(c1ccco1)N1CCc2ccccc21 (configuration not stated)	15	-6	-2	-1	11	-9	-6	-13
45	CC1(C)CC(=O)c2c(O)cc(OCC(=O)Nc3ccc(S(N)(=O)=O)cc3)cc2O1	57*	-7	-1	-1	-7	10	11	-14
46	CC1(C)Nc2ccccc2C(=O)N1NC(=O)c1ccccc1	-449	-4	-1	-8	-2	2	0	-10
47	COc1ccc(NC(=O)Cc2nnc(SCC(=O)Nc3ccccc3)n2C)cc1	7	-3	2	-7	-10	6	2	-7
48	CC(C)(C)c1ccc(OCCn2ccccc2=O)cc1	4	1	3	12	9	-12	5	-7
49	CCOC(=O)N1CCN(C(=O)COC(=O)c2ccccc2NCCO)CC1	-434	-8	-4	-17	12	-9	8	-13
50	CCOC(=O)C1(Cc2ccc(Cl)cc2)CCN(C(=O)CCc2cnccn2)CC1	9	-4	1	-3	8	-6	1	-1
51	O=C(C1CCN(S(=O)(=O)c2ccccc2)CC1)N1CCOCC1	6	0	2	-4	-16	-4	7	14
52	O=C(CSc1ccc(Cl)cc1)OCc1nnc(-c2ccccc2)o1	12	-4	6	6	10	-3	6	-21
53	O=C(NCc1ccccc1Cl)c1cnccc1C(F)(F)F	14	0	-2	7	-8	-5	-9	-13
54	COC(=O)[C@@]1(Cc2ccc(OC)cc2)[C@@H]2C(=CC(=O)[C@H]2CC(=O)C(=O)N(C)C)CN1C(=O)c1ccccc1	.	-5	.	0	4	5	-4	0
55	COc1ccc2cc(C(C)c3nc4ccccc4c(=O)n3N)ccc2c1 (configuration not stated)	9	-5	3	-2	9	-15	-2	-14
56	Cc1ccc(N2C(S)=C(C#N)C(=O)NC2c2ccco2)cc1 (configuration not stated)	-3	-5	-3	-4	8	-12	-8	-9
57	NC(=O)c1ccsc1NC(=O)CSc1nc2ccccc2c(=O)n1CCCO	-1	5	-3	3	0	-7	4	-6
58	Cn1nnnc1Sc1ncnc2scc(-c3ccc(Cl)cc3)c12	-5	-12	2	3	7	9	0	7
59	O=C(c1cc(-c2cccnc2)nc2ccc(Br)cc12)N1CCN(c2ncccn2)CC1	9	-6	2	-4	15	-3	-14	14
60	CN(C(=O)c1ccccc1-c1ccccc1C(=O)O)c1ccccc1	1	-10	-1	2	-15	0	6	-43
61	COc1ccc(C[C@@H]2CN3C(=NC[C@@H]3C)N2CCNC(=O)c2ccc(C)c(Br)c2)cc1	12	-12	0	-12	10	-4	30	7
62	Cc1cccnc1CC(C)NC(=O)c1cc(COc2cncc(Cl)c2)on1 (configuration not stated)	1	-3	-1	0	1	0	2	2
